Screens deposited in PubChem by National Center for Advancing Translational Sciences (NCATS).
SNCA viab count = counter-screen for SNCA expression inhibitors: cell viability | HEK-293-SNCA-luc viability, GF-AFC fluorescence, 24 h | Potency, µM (series often up to 57.1 µM), inactives show top-dose activity change, negative = cytotoxicity, hits mostly cytotoxic | actives 0.12% (n = 150,000);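 also: potency is read from the fitted curve at half-maximal effect; 0% = DMSO-treated cells and -100% = medium-only wells without cells; nearly all actives have a fitted effect of over 30% in size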
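HEK-293-SNCA-luc cells (1500/well) plated 24 h, then exposed 24 h to a dilution series; GF-AFC added 30 min at 37C, fluorescence 405/540 nm; normalised to medium-only and DMSO wells, Hill fit.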
NIH3T3 tox = NIH 3T3 cell cytotoxicity. actives 4.3% (n = 94,000). NIH 3T3 viability, CellTiter-Glo ATP luminescence, 48-72 h. Potency, µM (titrated, usually from 96.7 µM), without a hit: at the top dose activity change, negative = cytotoxicity, hits mostly inhibitors; also: potency is read from the fitted curve at half-maximal effect; nearly all actives have a fitted effect of over 55% in size
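Cytotoxicity was measured by CellTiter-Glo ATP luminescence after 48 or 72 h compound exposure at 37 °C. Mouse NIH 3T3 fibroblasts were seeded at 400 cells/well and dosed by 23 nL pin transfer.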
HEK cytotox = cytotoxic compounds in HEK 293 cells; AID 1345083; HEK 293 viability, ATP luminescence (CellTiter-Glo), 48-72 h; Potency, µM (top dose mostly 115 µM), for inactives: at the highest dose activity change, negative = cytotoxicity, usual class: inhibitors; actives 6.6% (n = 94,000); also: potency is read from the fitted curve at half-maximal effect; nearly all actives have a fitted effect of over 60% in size
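CellTiter-Glo luminescence (cellular ATP) was read after 48 or 72 hr of compound exposure at 37 degree Celsius. Cells were HEK 293 plated at 250 cells/well.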
FLuc inh = Photinus pyralis luciferase inhibition; P08659; purified P. pyralis luciferase, luminescence, biochemical; Potency, µM (titrated, usually from 115 µM), without a hit: top-dose activity change, negative = inhibition, actives largely listed as inhibitors; actives 2.5% (n = 76,000); also: potency is read from the fitted curve at half-maximal effect; nearly all actives have a fitted effect of over 65% in size
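Purified P. pyralis luciferase (10nM final) in 50mM Tris acetate pH 7.5, 10mM Mg acetate, 0.01% Tween-20, 0.05% BSA with 10uM D-luciferin and 10uM ATP. Compounds titrated qHTS. Luminescence imaged on CCD.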
GPT2 inhibitor = GPT2 alanine aminotransferase inhibition. Q8TD30. Recombinant GPT2, coupled pyruvate oxidase/HRP Amplex Red fluorescence. Potency, µM (highest dose often 57.7 µM), inactives show top-dose activity change, negative = inhibition, hits mostly inhibitors. actives 0.25% (n = 100,000). AID 1671188; also: potency is read from the fitted curve at half-maximal effect; nearly all actives have a fitted effect of over 60% in size; many of its hits are not listed in these tables
Target sequence (Q8TD30 whole entry, looked up): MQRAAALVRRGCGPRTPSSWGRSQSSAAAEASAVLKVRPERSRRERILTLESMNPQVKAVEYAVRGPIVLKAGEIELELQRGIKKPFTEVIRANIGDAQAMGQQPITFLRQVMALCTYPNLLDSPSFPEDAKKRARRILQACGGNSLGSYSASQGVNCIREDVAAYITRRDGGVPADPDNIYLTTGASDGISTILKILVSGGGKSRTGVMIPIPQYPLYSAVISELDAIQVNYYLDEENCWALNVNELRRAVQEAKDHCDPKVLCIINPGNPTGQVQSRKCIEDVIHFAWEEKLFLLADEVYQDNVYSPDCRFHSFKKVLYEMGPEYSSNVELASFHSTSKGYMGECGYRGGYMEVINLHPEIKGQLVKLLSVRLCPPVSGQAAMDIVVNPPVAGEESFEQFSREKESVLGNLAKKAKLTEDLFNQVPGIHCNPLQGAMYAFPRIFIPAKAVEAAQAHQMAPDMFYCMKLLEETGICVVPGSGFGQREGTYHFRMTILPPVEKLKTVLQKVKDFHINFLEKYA
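Fluorescence read-out: pyruvate from GPT2 turnover coupled to pyruvate oxidase, HRP and Amplex Red (0.2mM ThPP, 0.2U/mL PO and HRP, 50uM Amplex final). Substrates 250uM a-KG, 2mM L-alanine; enzyme 10ng/uL; 30 min RT.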
IP6K1 inh = inhibitors of human IP6K1 | Q92551 | IP6K1 kinase, ADP-Glo luminescence, 2 h; hits give low values | activity change, % (series mostly up to about 58 µM) | actives 0.81% (n = 140,000); in the data active = activity change below about -25%
Target sequence (Q92551 whole entry, looked up): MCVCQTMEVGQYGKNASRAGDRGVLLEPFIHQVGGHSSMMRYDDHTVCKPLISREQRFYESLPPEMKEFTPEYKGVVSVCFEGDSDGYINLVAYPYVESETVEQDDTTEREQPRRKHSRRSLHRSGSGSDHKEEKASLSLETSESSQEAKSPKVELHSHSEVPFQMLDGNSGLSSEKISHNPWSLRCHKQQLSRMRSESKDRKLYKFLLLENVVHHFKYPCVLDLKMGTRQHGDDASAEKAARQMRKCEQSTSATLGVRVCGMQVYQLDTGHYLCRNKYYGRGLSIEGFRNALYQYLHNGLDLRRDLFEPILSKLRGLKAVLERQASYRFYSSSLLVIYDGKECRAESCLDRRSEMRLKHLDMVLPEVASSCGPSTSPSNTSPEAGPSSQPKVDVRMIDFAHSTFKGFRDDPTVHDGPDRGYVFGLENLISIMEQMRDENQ
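ADP-Glo luminescence measures ADP made by human IP6K1 during a 2 h RT reaction with ATP/IP6 (mix at 1.3 mM/130 uM); top library doses 57.5 and 19.1 uM final.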
SNCA expr inh = inhibitors of alpha-synuclein (SNCA) gene expression. HEK-293 SNCA-luciferase knock-in, luminescence, 24 h. Potency, µM (series often up to 57.2 µM), for the others: top-dose activity change, negative = inhibition, actives largely listed as inhibitors. actives 0.17% (n = 140,000);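 also: potency is read from the fitted curve at half-maximal effect; plate controls were DMSO cells for no effect and cell-free wells for full effect; nearly all actives have a fitted effect of over 45% in size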
The depositor's hits bear a star; i = inactive; ? = inconclusive; . = no result given; [ ] = dose if it differs, or a comment. Unless noted, calls follow the shape of the dose curve; as a rule, active = well fitted curve in the direction sought with a large enough effect; inconclusive = small, poorly fitted or top-dose-only effect, or another doubt; inactive = no such curve, though single readings can be large; an effect the other way counts as inactive or inconclusive. Unless noted, % is scaled to controls: 0 for no effect and ±100 for the full control effect. This is a subset; the hit share may differ from the screen's.

SMILES | SNCA viab count | NIH3T3 tox | HEK cytotox | FLuc inh | GPT2 inhibitor | IP6K1 inh | SNCA expr inh
Cc1ccc(OCc2nc(-c3ccc(C(=O)NCc4ccc(OC(C)C)cc4)cc3)oc2C)cc1 | -3% | . | . | . | . | -11 | -24%
Cc1ccnc(C(NC(=O)CCc2cc3n(n2)CCCNC3)C2CC2)c1 (stereo not given) | 0% | 0% | 1% | -13% | 3% | 4 | 25%
Cc1cc(-c2ccc(C)c(S(=O)(=O)Nc3ccccn3)c2)on1 | -7% | . | . | . | . | 6 | -2%
O=C(Nc1ccc(F)cc1F)c1cc(-c2ccccc2O)no1 | -17% | . | . | . | . | 20 | 10%
COc1cc(O)c(C(=O)O)c(CCc2ccccc2)c1 | -3% | . | . | . | i | -15 | .
CCCn1ccc2c(OCC(=O)Nc3ccc(OC)c(OC)c3)cccc2c1=O | 3% | . | . | . | . | -2 | 23%
COc1ccc(-c2nnc3ccc(N4CCN(C(C)=O)CC4)nn23)nc1 | 1%[87.6 µM] | ? | -4%[172 µM] | 1%[172 µM] | -28%[88.5 µM] | 5 | ?
Cc1cccc(-c2nc3ccccc3n3c(-c4ccccc4)c4c(=O)n(C)c(=O)n(C)c4c23)c1 | -17% | . | . | . | . | -21 | -2%
Cc1ccc2c(c1)cc(C(=O)NCc1ccccc1C)n2C | -3% | . | . | . | . | 8 | 54%[activator]
Cc1ccc(CN2CCCC(CNS(=O)(=O)C3CC3)C2)cc1C (stereo not given) | 2% | -2% | 2% | 7% | -2%[11.5 µM] | -13 | 4%
Cc1ccccc1CNC(=O)c1ccc2c(c1)c(C)c(C)n2C | -12% | . | . | . | . | -7 | 37%
C=CCC1(CO)CCCN(CC(=O)NC2CCCCC2)C1 (stereo not given) | -5% | i | -1% | 2% | -5% | 1 | -17%
COc1ccc(-c2ccc3c(c2)C(=O)N2CC[C@H](NC(=O)c4cccs4)[C@H]2C(=O)N3)c(OC)c1 | -7% | -27% | ? | ? | -3% | 0 | -15%
Cc1ccc(NC(=O)CSc2nnc3ccc4ccccc4n23)cc1 | 11% | . | . | . | . | 35 | -12%
CC(=O)c1cc(-c2ccc(F)cc2)n(CC(=O)NC2CCC(C)CC2)c1C (stereo not given) | ? | . | . | . | . | 11 | 39%[activator]
COc1ccc(NC(=O)CSC2=Nc3ccccc3C3=NC(CCC(=O)NCCc4ccccc4)C(=O)N23)c(OC)c1 (stereo not given) | -5% | . | . | . | . | -2 | -29%
CO[C@H]1/C=C\O[C@@]2(C)Oc3c(C)c(O)c4c(O)c(c5c(nc6cc(C)ccn65)c4c3C2=O)NC(=O)C(C)=CC=C[C@H](C)[C@H](O)[C@@H](C)[C@@H](O)[C@@H](C)[C@H](OC(C)=O)[C@H]1C | -18% | . | . | . | ? | . | ?
O=C(NC1CCCCC1)c1ccc(Cn2c(SCc3ccccc3)nc3cccnc32)cc1 | 0% | . | . | . | . | -1 | 12%
COc1ccc(CN2CCCCC23Cc2ccccc2CNC3=O)c(OC)n1 (stereo not given) | 1% | ? | ? | . | ? | -5 | 6%
O=C1Nc2ccccc2CN(Cc2ccc(C(F)(F)F)cc2)C12CCNCC2 | -30% | 22µM* | 28µM* | . | 5% | -13 | 1%

Reprinted at random: 4 compounds from above
SMILES | SNCA viab count | NIH3T3 tox | HEK cytotox | FLuc inh | GPT2 inhibitor | IP6K1 inh | SNCA expr inh
Cc1ccc(OCc2nc(-c3ccc(C(=O)NCc4ccc(OC(C)C)cc4)cc3)oc2C)cc1 | -3% | . | . | . | . | -11 | -24%
O=C(Nc1ccc(F)cc1F)c1cc(-c2ccccc2O)no1 | -17% | . | . | . | . | 20 | 10%
CO[C@H]1/C=C\O[C@@]2(C)Oc3c(C)c(O)c4c(O)c(c5c(nc6cc(C)ccn65)c4c3C2=O)NC(=O)C(C)=CC=C[C@H](C)[C@H](O)[C@@H](C)[C@@H](O)[C@@H](C)[C@H](OC(C)=O)[C@H]1C | -18% | . | . | . | ? | . | ?
O=C1Nc2ccccc2CN(Cc2ccc(C(F)(F)F)cc2)C12CCNCC2 | -30% | 22µM* | 28µM* | . | 5% | -13 | 1%

(continued)
SMILES | SNCA viab count | NIH3T3 tox | HEK cytotox | FLuc inh | GPT2 inhibitor | IP6K1 inh | SNCA expr inh
Cc1cnc(-c2ccccc2)n1C1CCCN(C(=O)c2ccnn2C)C1 (stereo not given) | 7% | -3% | 0% | 3% | i | -6 | 4%
Cc1ccc(CNC(=O)C(C)C2CCOCC2)o1 (stereo not given) | 3%[12.5 µM] | 4% | 10% | -7% | i | -5 | -13%
COc1ccccc1-c1ccnc(N[C@H]2CO[C@H]3[C@@H]2OC[C@@H]3NC(=O)c2ccccc2)n1 | -2%[87.6 µM] | 0%[174 µM] | ? | 8%[172 µM] | 1%[88.5 µM] | -8 | -16%[87.6 µM]
O=C(CCCCCN1CCN(c2ccccc2-c2ccccc2)CC1)NC1CCCc2ccccc21 (stereo not given) | -17% | . | . | . | i | . | 5%
CCc1nnc(SCC(=O)N(C)c2ccccc2)c2cc3sccc3n12 | -8% | . | . | . | . | 19 | 16%
CCc1cccc(N(C)C(N)=Nc2cccc3ccccc23)c1 | -16% | . | . | . | i | -6 | -4%
CC[C@H](CC[C@@H](C)[C@H]1CC[C@H]2[C@@H]3CC=C4C[C@@H](O)CC[C@]4(C)[C@@H]3CC[C@]12C)C(C)C | ? | . | . | . | i | . | -34%
Cc1ccc2onc(CC(=O)N3CCN(c4ccc(F)cc4)CC3)c2c1 | 11% | . | . | . | . | -1 | 2%
CCOc1ccc(NC(=O)c2nc(S(=O)(=O)Cc3ccccc3F)ncc2Cl)cc1 | ? | . | . | . | . | -6 | ?
O=C1[C@@H]2C[C@@H](O)CN2C2(CN(Cc3ccccc3F)C2)C(=O)N1Cc1cccc(Cl)c1 | 4% | -37% | -18% | 2% | 1% | 15 | ?
Cc1cccc(OCC(=O)N2CCCC(c3noc(COc4ccccc4F)n3)C2)c1 (stereo not given) | -20% | ? | ? | ? | i | 0 | -20%
COc1cccc2c1OCC(C(=O)NCCSc1ccc(C)cc1)C2 (stereo not given) | 4% | -28% | ? | 3% | -7% | -12 | 11%
CCc1nnc2c(Nc3cccc(C(C)=O)c3)nc3ccccc3n12 | 2% | . | . | . | . | 16 | -4%
O=C1c2cnc(-c3cccnc3)nc2OCCN1Cc1ccccc1 | -4%[87.6 µM] | -17%[138 µM] | ? | -25%[172 µM] | i | 5 | 12%[87.6 µM]
COc1ccnc(-c2nnc3ccc(NC4CCOCC4)nn23)c1 | -4%[87.6 µM] | 79µM* | -25%[172 µM] | 2%[172 µM] | 0%[88.5 µM] | -17 | -11%[87.6 µM]
COC(=O)Cn1c(=O)c2c(nc3n2CCN3c2ccc(F)cc2)n(C)c1=O | -3% | . | . | . | . | -11 | 4%
O=C(Nc1cccc(C(=O)N2CCCCC2)c1)c1nsc2ccccc12 | -19% | . | . | . | . | 89 | ?
COC(=O)c1ccc(NC(=O)c2nn(C)c3c2CS(=O)(=O)c2ccccc2-3)cc1 | 1% | . | . | . | . | -6 | -10%
COc1ccc(Cl)cc1NC(=O)Cn1cc(S(=O)(=O)Cc2cccc(Cl)c2)c2ccccc21 | -6% | . | . | . | . | 4 | -3%
N#Cc1cccnc1-c1cccc(C(=O)NCCNC(=O)c2ccccc2)c1 | 6%[12.5 µM] | 3% | i | . | i | -9 | 6%
COCc1nncn1C1CCN(C(=O)c2cccc(C(F)(F)F)c2)CC1 | ? | 1% | 13% | 0% | -8% | 6 | ?
O=C(N[C@H]1CCN2C(=O)c3ccccc3NC(=O)[C@@H]2C1)c1cnccn1 | 0%[87.6 µM] | -26%[174 µM] | -17%[172 µM] | 1%[172 µM] | -16%[88.5 µM] | -2 | 18%[87.6 µM]
CC1(C)[C@H]2CC[C@@H](CNC(=O)c3ccc4c(c3)OCO4)[C@@H]1C2 | -19%[87.6 µM] | ? | ? | -27%[172 µM] | i | 13 | 40%[activator][87.6 µM]
COc1ccc(S(=O)(=O)N2CCCC(c3nn[nH]n3)C2)cc1 (stereo not given) | -8% | -14% | i | 15% | -6% | -19 | 1%
CC(C)NCC(O)c1cc(O)cc(O)c1 (stereo not given) | 4% | . | . | . | ? | 0 | -4%
O=C(Nc1cc(-c2nc3ccccc3s2)ccc1Cl)c1cc2ccccc2o1 | -3% | . | . | . | . | 13 | 52%[activator]
COc1ccc(-c2nnc([C@H]3CCN(C(=O)c4ccccc4)C3)o2)cc1 | ? | ? | -2%[172 µM] | 0%[172 µM] | -13%[88.5 µM] | -7 | -21%[87.6 µM]
COc1ccc(NC(=O)c2oc3ccc4c(c3c2C)C(=O)CC(C)(C)O4)cc1OC | 8% | . | . | . | . | -1 | 133%[activator]
O=C(NCCc1ccccc1)c1nc2cccnc2n(C2CC2)c1=O | 14% | -27% | 4% | . | 0% | 23 | 0%
CC(C)[C@H]1CCC(CO)=C[C@@H]1/C=C(\CO)C(=O)O | -15% | . | . | . | -6% | 1 | .
O=C(NCc1nnc2ccc(-c3ccccc3)nn12)c1ccncc1 | 4% | -1% | i | 0% | 3% | -5 | ?
CCOC(=O)CCC(=O)O[C@H]1[C@H](O[C@@H]2[C@@H](C)[C@H](O[C@H]3C[C@@](C)(OC)[C@@H](O)[C@H](C)O3)[C@@H](C)C(=O)O[C@H](CC)[C@@](C)(O)[C@H](O)[C@@H](C)C(=O)[C@H](C)CC2(C)O)O[C@H](C)C[C@@H]1N(C)C (stereo not given in full) | ? | . | . | . | 0% | 7 | .
Cc1ccn2c(Nc3ccc4c(c3)OCCO4)c(-c3ccccc3O)nc2c1 | -1% | . | . | . | . | -6 | 35%[activator]
Cc1noc(C)c1-c1cnc(Nc2ccc(Cl)cn2)c2c1CCO2 | 6%[87.6 µM] | ? | ? | 3%[172 µM] | i | -22 | 47%[activator][87.6 µM]
NCC(O)(CS(=O)(=O)O)c1ccc(Cl)cc1 (stereo not given) | 4% | . | . | . | -3% | . | 0%
CC(=O)Nc1ccc(C(=O)N[C@@H]2CCOC[C@H]2OCc2ccccn2)cc1 | 4% | -7% | -22% | -8% | i | -6 | 60%[activator]
CC(c1nc(-c2ccc(Cl)cc2)nn1CC(=O)O)N1CCCC1=O (stereo not given) | 24% | i | i | 7% | -6% | 5 | 8%
COc1ccc(Nc2ccnc(N3CCN([S+](=O)([O-])c4cccc(C(F)(F)F)c4)CC3)n2)cc1 | ? | ? | 32µM* | . | ? | 2 | ?
CCC(C)NC(=O)CSc1c2c(nc3cc(Cl)ccc13)CCCC2 (stereo not given) | 6% | . | . | . | . | 3 | -18%
N#Cc1cccc(NC(=S)N[C@H]2CO[C@H]3[C@@H]2OC[C@@H]3n2nnnc2Oc2ccc3c(c2)OCO3)c1 | -7% | ? | ? | -1% | -10% | 8 | -19%
CCC(C)NC(=O)c1ccc(-c2ccc(OC)nn2)cc1Cl (stereo not given) | . | ? | ? | . | . | -5 | .
CCOCCCNC(=O)CN1C(=O)CCn2nc(-c3cccn3C)cc21 | 1% | . | . | . | . | -3 | 2%
